Screening results deposited in PubChem BioAssay by several laboratories.
L major viab: Leishmania major promastigote growth inhibition | Leishmania major promastigotes, resazurin fluorescence viability | inhibition, % at 10 µM | 9% of 200,000 active | AID 1063;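 note: promastigotes grown with compound for 44 hours at 28 °C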
PMI activator: phosphomannose isomerase (human) activation. P34949. purified human PMI, coupled resazurin fluorescence, 20 min; active compounds read high; 1 = vehicle control, 0 substrate-free wells. activation factor at 20 µM. 0.005% of 190,000 active. AID 1214;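 active = activation factor of 2 or more at 20 µM, relative to plate controls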
Diaph inh CS: inhibits diaphorase or chemically oxidizes, flagging diaphorase assay artifacts | AID 1217 | 0.69% of 190,000 active | inhibition, % at 20 µM | diaphorase resazurin-to-resorufin fluorescence, NADH, 16 min; bacterial (C. kluyveri) enzyme, not human;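 active = primary screen inhibition at 20 µM above a set limit, cut at about 50% in these data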;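 note: plate controls were DMSO with full reaction for no effect and wells lacking NADH for full effect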
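Assay system: diaphorase enzyme from Clostridium kluyveri. Quantity: enzyme working solution with 0.14 U/mL diaphorase. Schedule: reaction incubation of 16 min at room temperature. Technique: resorufin fluorescence, excitation 544 nm, emission 590 nm. Controls: No-NADH positive control and DMSO neutral control.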
S1P3 antag: blocks the human S1P3 receptor; CHO S1P3 NFAT-BLA reporter, FRET fluorescence, antagonist mode; Q99500; inhibition, % at 4.98 µM; AID 485; 0.27% of 170,000 active;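 active = inhibition above the plate cutoff, the mean inhibition of test wells on that plate plus 3 SD, cut at about 28% in these data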;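 note: cells challenged with S1P at its EC80 of 0.8 µM; blue over green emission ratio from cleaved BLA substrate after 4 h stimulation; 0% = S1P-stimulated wells and 100% = unstimulated DMSO-only wells; some compounds past the cut are filed as inactive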
Diaphorase act: diaphorase activation or chemical reduction counter-screen. Diaphorase/resazurin coupled assay, resorufin fluorescence, 16 min; active compounds read high; 1 = vehicle wells, 0 = NADH-free wells. activation factor at 20 µM. 0.005% of 190,000 active. AID 1229;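 active = diaphorase activity raised at least twofold by the compound at 20 µM; inactive = activation factor below 2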
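System – purified diaphorase enzyme from Clostridium kluyveri · Input – enzyme 0.07 U/mL final · Also added – final NADH 0.114 mM, resazurin 0.1 mM · Measured by – fluorescence of resorufin, 544 nm excitation, 590 nm emission · Timing – 16 min enzyme reaction, ambient temperature · Measure – resorufin increase flagging diaphorase activators or reducers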
RAM network inh: inhibitors of the yeast RAM network; S. cerevisiae dse1pr::URA3 reporter, 5-FOA growth OD615, 2 d; analog-sensitive cbk1-as2 kinase mutant strain; inhibition, % at 50 µM; 1.8% of 190,000 active; AID 868;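 active = inhibition above a set limit, 3 SD over mean compound inhibition, cut at about 8.4% in these data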;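 note: 0% = DMSO-only wells with no growth and 100% = 10 µM 1-NA-PP1 full growth; inhibition rescues growth on 5-FOA so higher OD means more RAM inhibition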
Redox H2O2 prof: compounds producing H2O2 with reducing agent – biochemical, NIH compound library profiling, artefact control for MLSCN library redox annotation, primary screen; DTT-dependent redox cycling H2O2, phenol red/HRP absorbance; 100% = 100 µM peroxide control, 0% = buffer; activation, % at 10 µM; 0.03% of 200,000 active;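 active = activation of at least 50% relative to the plate's high and low controls in the primary single-dose screen; inactive = activation below 50%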;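 note: compound incubated with DTT at 0.8 mM final as the reducing agent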
Hsp70 act: switches on Hsp70 transcription. activation, % at 10 µM. HeLa Hsp70 promoter luciferase reporter, luminescence; scaled: vehicle 0, proteasome-inhibitor control 100%. AID 1203. 0.04% of 200,000 active;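 active = activation above the mean across all tested compounds plus 3 SD, cutoff set per campaign, cut at about 5.5% in these data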;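 note: 100% = MG132 at 30 µM as the positive control and 0% = DMSO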
G6PDH counter: inhibits Leuconostoc G6PDH, flagging false hits in G6PDH-based assays. 0.12% of 200,000 active. Purified L. mesenteroides G6PDH, diaphorase/resazurin coupled fluorescence, 45 min. inhibition, % at 5 µM. AID 1020
PMI act hi M6P: activators of human phosphomannose isomerase at near-saturating mannose 6-phosphate; P34949; coupled PMI enzyme assay, resazurin fluorescence, 20 min; active compounds read high; 1 = untreated enzyme, 0 = substrate-free blank; activation factor at 20 µM; 0.34% of 190,000 active; AID 1216;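 active = activation factor of 2 or more at 20 µM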
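Test system: human phosphomannose isomerase with PGI, G6PDH, diaphorase coupling enzymes / Doses: 20 µM compound, 1% DMSO / Times: enzyme reaction with compound 20 min at room temperature / Measured by: Diaphorase-driven resazurin-to-resorufin fluorescence, excitation 544, emission 590 nm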
TLR4-MyD88 BLA: TLR4-MyD88 interaction inhibition in cells; 0.18% of 200,000 active; HeLa CL3-4 TLR4/MyD88 BLA complementation, FRET ratio; inhibition, % at 8.4 µM; O00206+Q99836; in the data active = inhibition above about 25%;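 note: 0% = vehicle and 100% = reference inhibitor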
Target sequence (O00206 whole entry, looked up): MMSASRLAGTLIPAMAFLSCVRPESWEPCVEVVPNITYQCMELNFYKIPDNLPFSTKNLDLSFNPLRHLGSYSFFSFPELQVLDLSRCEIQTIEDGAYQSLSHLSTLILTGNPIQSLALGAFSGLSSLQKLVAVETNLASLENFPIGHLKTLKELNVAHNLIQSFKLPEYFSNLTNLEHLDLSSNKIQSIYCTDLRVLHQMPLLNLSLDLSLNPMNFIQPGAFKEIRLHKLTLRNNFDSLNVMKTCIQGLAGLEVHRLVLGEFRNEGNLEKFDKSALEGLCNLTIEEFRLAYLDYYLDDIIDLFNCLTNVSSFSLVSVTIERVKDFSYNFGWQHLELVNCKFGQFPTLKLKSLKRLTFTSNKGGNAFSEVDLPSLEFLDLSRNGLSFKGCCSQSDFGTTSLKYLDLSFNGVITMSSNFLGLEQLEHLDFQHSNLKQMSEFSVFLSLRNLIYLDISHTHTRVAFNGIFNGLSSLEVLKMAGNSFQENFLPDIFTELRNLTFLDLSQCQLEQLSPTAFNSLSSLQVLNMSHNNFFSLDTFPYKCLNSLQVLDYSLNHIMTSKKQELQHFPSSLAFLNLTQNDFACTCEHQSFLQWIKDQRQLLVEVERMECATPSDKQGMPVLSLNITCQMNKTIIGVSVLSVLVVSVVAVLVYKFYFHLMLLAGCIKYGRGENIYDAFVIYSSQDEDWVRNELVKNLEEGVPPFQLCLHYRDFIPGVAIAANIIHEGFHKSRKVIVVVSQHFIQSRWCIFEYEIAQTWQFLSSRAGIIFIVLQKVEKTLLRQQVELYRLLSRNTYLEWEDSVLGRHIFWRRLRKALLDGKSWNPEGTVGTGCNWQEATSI
Target sequence (Q99836 whole entry, looked up): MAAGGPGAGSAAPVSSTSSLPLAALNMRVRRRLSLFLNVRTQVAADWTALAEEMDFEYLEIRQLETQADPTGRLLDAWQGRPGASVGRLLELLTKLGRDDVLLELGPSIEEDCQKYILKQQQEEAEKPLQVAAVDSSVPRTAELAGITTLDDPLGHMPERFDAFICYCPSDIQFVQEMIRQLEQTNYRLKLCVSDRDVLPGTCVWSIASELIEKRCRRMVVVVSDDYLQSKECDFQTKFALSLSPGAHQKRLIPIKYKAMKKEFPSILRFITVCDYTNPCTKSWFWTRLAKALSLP
The depositor's hits bear a star; nt = no result given. Cut-off read from the data, not from the text of the source, unless noted: active = inhibition above about 50%; inactive = the rest.

SMILES | L major viab | PMI activator | Diaph inh CS | S1P3 antag | Diaphorase act | RAM network inh | Redox H2O2 prof | Hsp70 act | G6PDH counter | PMI act hi M6P | TLR4-MyD88 BLA
Cc1ccc(NC(=O)Cn2nc(C)c(S(=O)(=O)N(C)C)c2C)cc1 | -5 | 1 | 4 | -7 | 1 | -0.7 | -2.9 | -0.4 | 3 | 1.1 | 4
COc1cccc(-c2onc3ccc(C4(C)OCCO4)cc23)c1 | 21 | 0.9 | 21 | 9 | 0.8 | 1.1 | -0.7 | -0.2 | 0 | 0.7 | -2
O=C(CC1Sc2ccccc2NC1=O)Nc1cccc(C(=O)O)c1 (stereo unspecified) | 16 | 0.9 | 24 | -19 | 0.8 | 3.0 | -2.2 | -0.2 | -1 | 0.9 | -2
Cc1nc(-c2cccc(S(=O)(=O)N3CCCC(C)C3)c2)cs1 (stereo unspecified) | 17 | 1.1 | -1 | nt | 1 | 1.2 | -5.5 | -0.1 | -2 | 1.1 | 9
Cc1ccccc1C(=O)NC1CCN(Cc2nnnn2Cc2ccc(F)cc2)CC1 | 3 | 1 | -12 | -14 | 1.1 | 0.8 | -1.8 | -0.3 | 8 | 1 | 4
CC1(C)CC(=O)C=C(Nc2cc(-c3ccccc3)[nH]n2)C1 | 11 | 1.1 | 6 | nt | 0.9 | 0.7 | -2.7 | -0.3 | 8 | 1 | 8
CC(C)COc1nc2ccccc2nc1C(C#N)C(=O)NC1CCCCC1 (stereo unspecified) | -7 | 1 | 6 | nt | 0.9 | 3.5 | 0.2 | 0.4 | -1 | 1 | -3
CC(C)(C)c1csc(NNC(=O)c2ccc(Br)cc2)n1 | 43 | 1.2 | 21 | 6 | 0.8 | 6.2 | 0.0 | 0.1 | 7 | 1.3 | -5
Cc1onc(-c2ccccc2)c1C(=O)N/N=C/c1cc(Br)c(Br)o1 | 3 | 1 | 10 | 11 | 0.9 | 2.6 | -0.1 | -0.5 | 1 | 1 | 7
Cc1cc(C)nc(NS(=O)(=O)c2ccc(N3C(=O)C4C5C=CC(C5)C4C3=O)cc2)n1 (stereo unspecified) | -5 | 1 | 20 | -9 | 0.8 | 0.4 | -0.3 | -0.4 | 8 | 0.9 | -23

By substructure, the entries above with bromine (two)
SMILES | L major viab | PMI activator | Diaph inh CS | S1P3 antag | Diaphorase act | RAM network inh | Redox H2O2 prof | Hsp70 act | G6PDH counter | PMI act hi M6P | TLR4-MyD88 BLA
CC(C)(C)c1csc(NNC(=O)c2ccc(Br)cc2)n1 | 43 | 1.2 | 21 | 6 | 0.8 | 6.2 | 0.0 | 0.1 | 7 | 1.3 | -5
Cc1onc(-c2ccccc2)c1C(=O)N/N=C/c1cc(Br)c(Br)o1 | 3 | 1 | 10 | 11 | 0.9 | 2.6 | -0.1 | -0.5 | 1 | 1 | 7

Compounds above that have a halogen, in the order listed:
SMILES | L major viab | PMI activator | Diaph inh CS | S1P3 antag | Diaphorase act | RAM network inh | Redox H2O2 prof | Hsp70 act | G6PDH counter | PMI act hi M6P | TLR4-MyD88 BLA
Cc1ccccc1C(=O)NC1CCN(Cc2nnnn2Cc2ccc(F)cc2)CC1 | 3 | 1 | -12 | -14 | 1.1 | 0.8 | -1.8 | -0.3 | 8 | 1 | 4
CC(C)(C)c1csc(NNC(=O)c2ccc(Br)cc2)n1 | 43 | 1.2 | 21 | 6 | 0.8 | 6.2 | 0.0 | 0.1 | 7 | 1.3 | -5
Cc1onc(-c2ccccc2)c1C(=O)N/N=C/c1cc(Br)c(Br)o1 | 3 | 1 | 10 | 11 | 0.9 | 2.6 | -0.1 | -0.5 | 1 | 1 | 7

Further compounds
SMILES | L major viab | PMI activator | Diaph inh CS | S1P3 antag | Diaphorase act | RAM network inh | Redox H2O2 prof | Hsp70 act | G6PDH counter | PMI act hi M6P | TLR4-MyD88 BLA
Cc1cc(C)n(C(=O)c2ccc(S(=O)(=O)N3CCOCC3)cc2)n1 | -4 | 1 | 12 | nt | 0.9 | 0.8 | 0.2 | -0.5 | 3 | 1 | -4
O=C(NNC(=O)c1ccccc1-n1cccc1)c1cccc(Cl)c1 | -5 | 1.1 | 4 | nt | 1 | 3.2 | 2.5 | -0.2 | 3 | 1 | 2
COc1ccc(-c2nc(-c3ccccc3)[nH]c(=O)c2C#N)cc1 | -11 | 0.9 | 13 | nt | 0.9 | 3.8 | -4.2 | -0.1 | -6 | 1 | -7
COc1cc2c(cc1OC)C(c1cccs1)NCC2 (stereo unspecified) | -7 | 0.9 | 21 | nt | 0.8 | -0.5 | -0.2 | -0.3 | 6 | 0.9 | 2
COc1ccc(S(=O)(=O)NC(C)C(=O)Nc2cccc([N+](=O)[O-])c2)cc1 (stereo unspecified) | 14 | 1 | 2 | 12 | 1 | 0.4 | -0.5 | 0.0 | 14 | 0.9 | 0
COc1ccc(C2/C(=C(/O)c3ccccc3)C(=O)C(=O)N2c2ncccn2)cc1OC (stereo unspecified) | -2 | 1 | 10 | 1 | 0.9 | 3.8 | 0.2 | -0.2 | 10 | 1.1 | -1
COc1cc(C(=O)N(Cc2cc3ccccc3[nH]c2=O)CC2CCCO2)cc(OC)c1OC (stereo unspecified) | -4 | 0.9 | 16 | -14 | 0.8 | 0.4 | -1.0 | -0.3 | 9 | 0.9 | -2
O=c1cc[nH]c2cc(Cl)ccc12 | -6 | 1 | 7 | -12 | 0.9 | 1.8 | 0.2 | -0.3 | 12 | 1 | -12
O=C(CN(C(=O)c1ccc(Cl)cc1)C1CCCCC1)Nc1ccc(Cl)c([N+](=O)[O-])c1 | 85* | 1 | 18 | -1 | 0.8 | 1.3 | -0.6 | -0.2 | -6 | 1 | -26
CCN(Cc1ccccc1)C(=O)COC(=O)CNS(=O)(=O)c1ccc(C)cc1 | -7 | 0.8 | 15 | 0 | 0.8 | 1.8 | 0.3 | -0.2 | 1 | 0.9 | -14
CCCCC(=O)Nc1cccc(-c2nn3c(C)nnc3s2)c1 | 3 | 0.9 | 8 | -16 | 0.9 | 2.8 | 0.0 | 0.6 | 2 | 0.9 | 10
COc1ccccc1CC(=O)NN1C(=O)c2ccccc2C1=O | -5 | 1 | 8 | -4 | 0.9 | 0.9 | -0.4 | -0.2 | 4 | 1 | -11
CC1=C(C(=O)Nc2ccccc2)C(c2sccc2C)n2nnnc2N1 (stereo unspecified) | 0 | 1 | 0 | nt | 1 | 2.1 | 0.1 | -0.4 | 7 | 1 | -14
COc1ccc(Cl)cc1NC(=O)C/C(C)=N/NC(=O)Cc1ccccc1 | -4 | 0.8 | 23 | -3 | 0.8 | -0.1 | -0.5 | -0.5 | 13 | 0.8 | 3
C=CCn1c(SCCOc2ccc(OC)cc2)nnc1C(NC(=O)c1ccc(OC)cc1)C(C)C (stereo unspecified) | 7 | 0.9 | 10 | nt | 0.9 | 7.9 | -0.1 | -0.4 | 1 | 0.9 | -6
CC(C)CCn1c(N)c(S(=O)(=O)c2cccs2)c2nc3ccccc3nc21 | 70* | 0.7 | 24 | -2 | 0.8 | 3.7 | 0.4 | -0.2 | -36 | 0.8 | -4
COc1ccc(C)cc1S(=O)(=O)N1CCN(c2cccc(C(F)(F)F)c2)CC1 | 27 | 0.8 | 28 | 6 | 0.7 | 11* | 0.9 | -0.2 | -12 | 0.8 | -4
O=C(c1ccccc1)c1c[nH]c(C(=O)NCc2cccnc2)c1 | 2 | 1.1 | 10 | nt | 0.9 | 1.6 | -3.3 | -0.3 | 3 | 0.9 | 9
O=C(O)COc1cccc(NC(=O)C2CCCO2)c1 (stereo unspecified) | 1 | 0.9 | 15 | -32 | 0.9 | 0.7 | -2.8 | 0.0 | 3 | 0.9 | -1
CN1CCN(NC(=O)COc2cccc(C(F)(F)F)c2)CC1 | 25 | 1 | 15 | 14 | 0.9 | 1.5 | -0.3 | 0.2 | 12 | 1.1 | 10
COc1ccc(CNC(=O)CN(C)S(=O)(=O)c2ccccc2)cc1 | 1 | 0.9 | 18 | -2 | 0.8 | 3.9 | 0.2 | 0.1 | -3 | 0.9 | -3
CCOC(=O)C1=C(c2ccccc2)NC(SCC(=O)NC2CCCCC2)=C(C#N)C1c1ccco1 (stereo unspecified) | 9 | 0.9 | 17 | 12 | 0.8 | 3.0 | 1.5 | 0.3 | 8 | 0.8 | -3
CNC(=S)Nc1ccc([N+](=O)[O-])cc1C | 11 | 1 | 5 | -3 | 1 | 2.1 | -0.1 | -0.2 | -5 | 1 | 3
Cc1ccc(C(=O)Nc2ccc(C(=O)O)cc2)cc1S(=O)(=O)NCc1ccccc1 | -5 | 1.2 | 10 | 8 | 0.9 | 13* | -0.6 | -0.1 | 2 | 1 | -5
O=C(O)c1coc2ccccc12 | -7 | 1.1 | 0 | 4 | 1 | 0.5 | 6.1 | -0.1 | 0 | 1.2 | 5
CCOC(=O)c1cc(-c2ccc(C)cc2)n(CCC(=O)N2CCN(c3ccccn3)CC2)c1C | 90* | 0.9 | 4 | -3 | 1 | 0.7 | 0.1 | 0.1 | 9 | 1 | 7
O=C(CCCC(=O)N1CCc2ccccc21)N1CCc2ccccc21 | nt | 1.1 | 9 | 5 | 0.9 | nt | nt | nt | 11 | 1.1 | nt
CCOC(=O)CNC(=O)c1c2c(nc3ccccc13)CCCC2 | -2 | 0.9 | 16 | -42 | 0.8 | -0.1 | -2.5 | -0.3 | 2 | 0.8 | -3
CCCCN(Cc1ccccc1)C(=O)c1cnc2n(c1=O)CCS2 | -1 | 1.1 | -3 | 1 | 1 | 0.1 | -8.7 | 0.1 | 4 | 1 | -4
O=C(O)c1cc2c(N3CCC(Cc4ccccc4)CC3)ncnc2s1 | -2 | 1.2 | 21 | -10 | 0.8 | 2.5 | -0.2 | 0.1 | 7 | 1.3 | 1
Cc1ccc(S(=O)(=O)c2c(N)n(CC3CCOC3)c3nc4ccccc4nc23)cc1 (stereo unspecified) | 60* | 0.7 | 27 | -14 | 0.7 | 4.3 | 2.1 | -0.3 | 14 | 0.8 | 6
COCC(=O)N1CCC(n2nnc3cc(C(F)(F)F)ccc32)CC1 | -3 | 1 | 8 | -8 | 0.9 | 1.4 | 0.2 | -0.4 | 10 | 1 | 4
O=C(COC(=O)c1cccs1)c1ccc2c(c1)OCCO2 | -6 | 0.9 | 6 | nt | 0.9 | 1.2 | -0.3 | 0.2 | 6 | 1 | 5
